# DSG3 Ab inh – inhibitors of pemphigus antibody binding to DSG3, primary screen, biochemical, bead-based, flow cytometry, scFv-GFP; Desmoglein-3 (Homo sapiens), P32926; DSG3-coupled beads, scFv-anti-DSG3-GFP binding; active compounds read low; binding (percent of control), % at 10 µM; 0.48% of 310,000 active;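 active = binding more than 3 SD below its plate's average and above zero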;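 note: hits lower antibody fragment binding to DSG3; some compounds called inactive have numbers as strong as hits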
# RTF Ca sens act – cardiac RTF calcium sensitivity activators, primary screen, biochemical, IANBD-TnC fluorescence, EC20 calcium | Troponin I, cardiac muscle (Homo sapiens) + Troponin T, cardiac muscle (Homo sapiens) + … | IANBD-labeled TnC RTF fluorescence at EC20 calcium; 0% EC20 calcium, 100% full calcium | activation, % at 7.2 µM | 0.24% of 340,000 active | AID 493008, 2010;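 active = activation above the mean over all tested compounds plus 3 SD, cut at about 30% in these data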;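 note: rise in fluorescence read as greater calcium sensitivity of cardiac thin filaments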
# Arrestin-AP2 inh – inhibitors of beta-arrestin/AP2 binding, primary screen, biochemical, GPCR trafficking, flow cytometry. beta-arrestin 1 C-terminal peptide binding to AP2 beta2-adaptin appendage (human). FITC-arrestin peptide / GST-AP2 beads; AP2 beta2 appendage carries R879A mutation. inhibition, % at 10 µM. 0.31% of 340,000 active. AID 504490, 2011;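 active = inhibition above a set limit, near 3 SD of compounds lacking own fluorescence, cut at about 54% in these data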;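 note: plate controls were DMSO wells for no effect and 5 µM unlabelled arrestin peptide for full effect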
#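 Measured by: flow cytometry, FL1 (488/535 nm); Material: AP2 appendage R879A on GSH beads; Evaluation: percent response; Timing: pre-incubation 12 min, peptide binding 1 h, room temperature; Also added: 50 nM FITC-arrestin peptide; Medium: PBS with 0.05% Tween 20 and 0.1% BSA.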
# MOR-DOR inv ag – inverse agonists of MOR-DOR heterodimerization, primary screen, cell-based, luminescence; cell-based MOR-DOR heterodimer luminescence, inverse agonism; inhibition, % at 9.3 µM; 0.21% of 340,000 active; in the data active = inhibition above about 22%, passing the limit was not always enough;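 note: 0% = cells with DMSO and 100% = wells without cells with DMSO; values of inactives mirror those of a sister screen read the other way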
# Wnt bcat act – Wnt/beta-catenin pathway activators, primary screen, cell-based, plate reader, single point; Wnt/beta-catenin reporter cell assay, activator; activation, % at 9.35 µM; 1.2% of 300,000 active; AID 743398, 2014; in the data active = activation above about 30%, passing the limit was not always enough;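 note: 0% = neutral control wells and 100% = positive control wells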
# Keap1-Nrf2 PPI – Keap1-Nrf2 protein-protein interaction inhibitors, primary screen, biochemical, fluorescence polarization, single point; 0.15% of 340,000 active; AID 504523, 2011; inhibition, % at 9.4 µM; Keap1 Kelch-Nrf2 peptide fluorescence polarization, 1536-well; in the data active = inhibition above about 12%;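 note: human Keap1 Kelch domain with fluorescein labeled Nrf2 9mer peptide probe; 0% = neutral control wells and 100% = peptide positive control; higher means more block of Keap1 binding to Nrf2 peptide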
# Target sequence (Q14145 whole entry, looked up, the tested form may be a part): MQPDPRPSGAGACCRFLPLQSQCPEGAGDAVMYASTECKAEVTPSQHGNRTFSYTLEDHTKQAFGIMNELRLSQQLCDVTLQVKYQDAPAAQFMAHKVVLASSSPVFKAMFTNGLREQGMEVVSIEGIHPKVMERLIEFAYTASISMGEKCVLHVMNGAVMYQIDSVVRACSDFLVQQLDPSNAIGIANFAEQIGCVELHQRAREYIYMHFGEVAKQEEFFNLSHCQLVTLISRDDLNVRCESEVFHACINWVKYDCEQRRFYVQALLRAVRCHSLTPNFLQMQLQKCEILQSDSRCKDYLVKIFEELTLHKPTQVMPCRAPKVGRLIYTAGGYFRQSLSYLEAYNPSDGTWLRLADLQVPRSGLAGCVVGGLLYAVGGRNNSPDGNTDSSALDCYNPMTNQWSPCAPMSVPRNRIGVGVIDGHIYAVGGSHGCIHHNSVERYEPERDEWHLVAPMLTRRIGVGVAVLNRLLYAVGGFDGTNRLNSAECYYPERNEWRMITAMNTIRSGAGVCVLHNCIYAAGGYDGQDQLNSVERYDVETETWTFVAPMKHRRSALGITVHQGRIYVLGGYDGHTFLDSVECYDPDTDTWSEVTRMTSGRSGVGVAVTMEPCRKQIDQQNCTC
# V-ATPase pHluor – regulators of yeast V-ATPase proton pumping, primary screen, pHLuorin cytosolic pH fluorescence. S. cerevisiae. response, % at 10 µM. 0.37% of 350,000 active; in the data active = response mostly above about 7.3%, no sharp cut-off; inactive = mostly below about 5.4%; note: actives read high; inactives centre near 0; some compounds called inactive have numbers as strong as hits; reference of the scale not given here
# LANA DNA inh – inhibitors of KSHV C-LANA binding to DNA, primary screen, biochemical, fluorescence polarization, FAM-LBS DNA, MBP-C-LANA, single point; Kaposi's sarcoma herpesvirus LANA C-terminal domain (residues 932-1162) DNA binding; inhibition, % at 9 µM; 0.078% of 340,000 active; AID 504423, 2011;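 active = highest replicate inhibition at or above 60% at 9 µM, even if other replicates fall short; inactive = all replicates below 60% inhibition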;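 note: 0% = neutral control wells and 100% = 4 µM acridine orange control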
# Cardiac RTF inh – cardiac RTF calcium sensitivity inhibitors, primary screen, biochemical, IANBD-TnC fluorescence, EC70 calcium; Troponin I, cardiac muscle (Homo sapiens) + Troponin T, cardiac muscle (Homo sapiens) + …; IANBD-labeled cardiac RTF, Ca2+ fluorescence; inhibition, % at 7.15 µM; 0.12% of 340,000 active;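 active = inhibition above the mean inhibition of all tested compounds plus 3 SD, cut at about 17% in these data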;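 note: assay run at fixed EC70 calcium of 1.6 mM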
# MOR-DOR ag – agonists of OPRM1-OPRD1 heterodimerization, primary screen, cell-based, luminescence | Mu-type opioid receptor (Homo sapiens) + Delta-type opioid receptor (Homo sapiens), … | cells | activation, % at 9.3 µM | 0.3% of 340,000 active | AID 504326, 2011; in the data active = activation above about 18%;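 note: 0% = vehicle-treated cells and 100% = reference agonist; values of inactives mirror those of a sister screen read the other way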
# Numbers without * were called inactive; nt = no result given.
mol	Keap1-Nrf2 PPI	DSG3 Ab inh	MOR-DOR ag	RTF Ca sens act	Cardiac RTF inh	Wnt bcat act	V-ATPase pHluor	Arrestin-AP2 inh	LANA DNA inh	MOR-DOR inv ag
COc1cccc(-c2cc(C(=O)N3CCN(C(c4ccccc4)c4ccccc4)CC3)no2)c1	1.2	100.1	-1.3	1.1	-9.5	nt	-0.6	0.2	-0.3	6.6
CSc1ccccc1NC(=O)CN(C)C(=O)c1ccc(NC(=O)c2cccs2)cc1	-2.0	104.9	-2.3	4.2	-1.6	0.7	-2.2	-7.1	1.5	9.1
COCCCNc1nc2nonc2nc1N1C[C@H]2CC[C@H]1C2	7.2	96.8	-1.7	1.1	-1.7	-2.7	1.6	-17.7	3.6	9.8
CCOc1ccccc1OCc1nn2c(-c3ccc(C)cc3)nnc2s1	-2.0	102.2	0.0	-2.1	-3.5	nt	1.5	33.7	-2.0	-0.1
O=C(CSc1nnc(-c2cccnc2)n1Cc1ccco1)Nc1cccc(O)c1	1.5	nt	-2.0	-4.3	2.2	-4.7	-4.5	28.1	1.5	13.0
CC(C)CCNC(=O)C(=O)NCC1OCCCN1S(=O)(=O)c1cccs1 (centres undefined)	0.8	106.2	1.9	0.9	-1.3	-2.3	4.0	23.6	0.0	-6.4
CCn1nc(C)c(/C=N/NC(=O)c2ccc3c(c2)c(C)c(C)n3Cc2ccccc2)c1C	-5.1	96.4	0.1	7.2	-7.0	nt	-2.2	7.0	-1.0	-0.6
Cc1nonc1OCCNCc1c(C(=O)N2CCCCCCC2)nc2ccc(Cl)cn12	-6.2	87.5	-1.4	3.5	-7.6	-2.6	1.1	4.4	0.5	9.7
C[N+](C)(C)CC/C=C1/c2ccccc2CSc2ccccc21	-7.5	104.7	-2.6	-7.2	-2.1	nt	0.9	-19.2	3.7	16.1
CCOC(=O)c1ccc(N2CN(CC)CNC2=S)cc1	4.2	98.0	-0.5	-2.1	-14.4	-5.8	2.5	-2.8	-1.3	2.6
CCCC12CN3CCN(CC(C3)/C1=N\NC(=O)c1ccc(C(C)(C)C)cc1)C2	-6.5	128.2	1.4	6.8	0.2	1.0	-1.5	-9.9	0.0	-7.5
Cc1cc2ccccc2n2c(SCC(=O)NCc3cccs3)nnc12	-5.7	103.5	-1.2	8.8	-7.8	3.3	3.9	14.0	-1.3	6.9
Cc1ccc(NC(=S)NNC(=O)c2nn(C)c(C)c2Cl)cc1	-1.4	110.2	-4.8	-5.3	-7.3	nt	1.5	-1.6	-0.9	23.8
O=C(c1cccc(C(=O)N2CCN(c3ccc(F)cc3)CC2)c1)N1CCN(c2ccc(F)cc2)CC1	-7.6	100.1	0.5	3.5	-4.6	0.8	4.9	8.7	0.1	-2.4
Cc1cccc(C(=O)OCC(=O)N2CC(C)CC(C)C2)c1C (centres undefined)	-4.1	121.4	-1.2	-0.3	-1.9	-4.0	0.7	-12.4	0.5	6.0
Cc1ccc(CNS(=O)(=O)c2ccc(CN3C(=O)c4cccnc4C3=O)cc2)o1	-1.4	105.4	-0.6	0.5	-10.1	-1.5	3.7	38.5	-1.4	2.9
O=C(O)CSc1nnc(-c2cccc(S(=O)(=O)N3CCCCC3)c2)o1	-1.5	100.8	-0.6	-0.4	0.2	-1.3	-0.9	40.0	0.0	3.4
OC(COc1c(Br)cc(Br)cc1Br)CN1CCOCC1 (centres undefined)	-2.2	109.8	1.9	-0.2	-4.4	nt	-0.9	10.9	0.7	-9.2
CN1CCc2c(c3ccccc3n2C)C1	0.2	98.0	-0.6	-3.9	-1.7	-4.0	1.5	17.3	0.1	3.6
Cc1ccc(-n2nc3c(=O)n(CCCC(=O)NCc4cccc(Cl)c4)nc(C)c3c2C)cc1	-4.8	101.1	-1.4	-1.7	-3.8	-4.0	-0.2	-14.6	-0.8	7.6
Cc1[nH]c(C)c(S(=O)(=O)N2c3ccccc3CC2C)c1C(=O)N1CCCCC1 (centres undefined)	-0.7	nt	-2.1	16.6	-6.9	-2.9	2.8	-3.9	0.1	10.9
COc1cccc(N2CCN(C(=O)Nc3ccccc3Cl)CC2)c1	-0.8	100.9	0.3	-0.2	-2.5	-3.4	23.3	5.2	-0.3	-1.6
CN(C)c1nc(N(C)C)nc(N(C#N)CN2C(=O)c3ccccc3S2(=O)=O)n1	4.0	93.1	-2.3	3.1	0.9	-1.2	0.6	-0.5	-8.3	10.7
COc1ccccc1COC(=O)C(NC(=O)c1ccc(C)cc1)C(C)C (centres undefined)	-3.4	104.8	-0.8	-2.6	-3.8	-1.2	-2.9	5.2	-0.1	5.2
FC(F)(F)c1cccc(NC(=S)NCc2ccc(Cl)cc2)c1	-1.7	109.8	6.7	-2.8	-7.0	-12.5	-0.7	15.6	4.7	-31.2
O=Cc1c(NCc2ccccc2F)c2ccccc2[nH]c1=O	-1.1	116.5	1.0	-1.1	0.7	-0.3	2.8	0.0	1.6	-5.1
CCOC(=O)C1=C(C)N=c2s/c(=C/c3ccc(OCC(=O)O)cc3)c(=O)n2C1c1cc(OC)c(OC)c(OC)c1 (centres undefined)	-3.8	101.0	0.4	-0.9	-4.2	0.4	7.4	-10.5	-1.2	-1.9
CCCn1nnc(NC(=O)COc2ccccc2Cl)n1	-3.1	107.9	-0.7	-4.2	2.0	nt	5.5	9.4	0.1	4.2
O=c1c(O)c(-c2ccccc2)oc2cc(O)cc(O)c12	5.3	nt	-0.7	5.5	2.8	-1.3	1.3	9.1	-1.2	3.6
Cc1ccc(SC(c2ccccc2)C(Cn2cncn2)C(=O)c2ccccc2)cc1 (centres undefined)	-5.8	102.0	0.5	-5.1	2.7	nt	0.3	12.1	-0.7	-2.5
CCOCc1cnc(C)nc1NCC(=O)c1c(C)[nH]c2cc(C)ccc12	0.3	104.8	-1.3	-3.4	-11.3	nt	0.8	-1.2	-1.5	7.5
COC(=O)c1c(C(=O)OC)c(-c2ccc(Cl)cc2)n2c1CS(=O)(=O)C2	3.9	93.4	nt	nt	nt	nt	0.7	29.3	0.4	nt
COc1ccc(CNC(=O)c2cc(C)nc3ccccc23)cc1OC	-2.0	81.8	-3.9	5.8	-4.6	-2.0	2.6	3.5	1.7	19.6
COc1cc(NC(=O)C2CC(c3c(F)cccc3Cl)=NO2)cc(OC)c1OC (centres undefined)	4.9	102.3	0.2	-9.2	-5.1	-2.1	-1.5	32.8	-0.6	-0.8
Cc1cc(=O)n2ccccc2c1C#N	4.2	99.4	-0.7	0.7	-3.6	nt	0.2	2.0	-1.0	3.9
O=C(CCc1c[nH]c2ccccc12)NC(Cc1ccccc1)C(=O)O (centres undefined)	-3.1	92.0	-3.0	-3.9	0.7	-0.3	-0.3	26.0	-0.1	13.5
O=C(CNC(=O)c1cccs1)N/N=C/c1cccc(Cl)c1	0.8	118.2	-1.1	-2.1	3.6	1.6	3.7	24.8	1.2	4.7
Cc1ccc(S(=O)(=O)NCC(=O)N(CC(=O)NCC2CCCO2)CC2CCCO2)cc1 (centres undefined)	2.9	95.5	-4.1	-4.9	-4.3	-1.9	-2.3	18.0	0.6	19.6
NCCN1CCN(CCN)CC1	-6.3	110.7	-2.2	6.9	-3.2	nt	-0.1	-1.4	-7.3	11.0
Cc1cc(C)c2nc(N3CCN(C(=O)c4ccco4)CC3)sc2c1	0.2	107.4	-0.5	-13.3	3.5	-21.5	-7.3	5.0	-1.3	2.6
Cc1ccc(CSCC(Nc2ccc(C(=O)O)cc2[N+](=O)[O-])C(=O)O)cc1 (centres undefined)	4.5	94.5	-0.9	-0.7	-16.1	2.2	-2.0	3.1	-2.8	5.6
CCOC(=O)n1c(=O)oc2ccc(Cl)cc21	0.9	nt	-2.0	-5.9	-3.5	4.7	1.3	10.7	-2.1	12.3
COc1ccc(NC(=O)c2ccco2)c(NC(=O)c2ccc([N+](=O)[O-])cc2)c1	-6.4	100.2	0.4	-0.3	-11.9	0.7	1.6	0.0	1.2	-2.0
CC(C)c1onc(C(=O)NCc2ccc(F)cc2)c1[N+](=O)[O-]	0.0	101.0	-0.9	-1.0	1.9	nt	0.6	12.2	1.0	5.2
CCN(CC)c1ccc(NC(=O)c2ccc(=O)[nH]c2)cc1S(=O)(=O)Nc1ccc(OC)cc1	-1.6	103.5	-0.4	-13.7	6.3	-0.9	-1.5	-1.2	1.1	2.6
CCCn1c(SCC(=O)N2CCCc3ccccc32)nnc1-c1ccccn1	-0.5	99.7	-1.9	-0.7	0.6	nt	0.3	-4.2	0.4	10.8
CSc1nc(C)c2c(n1)N(c1ccc(C(C)C)cc1)CC2	-3.2	110.8	-0.4	3.0	-3.3	nt	3.4	-1.5	0.1	2.4
CCOC(=O)c1ccc(NC(=O)CSc2nnc(-c3cccs3)n2CC)cc1	1.8	108.3	-1.4	4.2	-4.9	-16.7	0.6	0.3	-1.8	7.5
CC1CCN(CC(O)Cn2c3ccccc3c3ccccc32)CC1 (centres undefined)	-3.2	125.9	-1.1	2.7	-4.5	-5.5	0.7	-10.7	-0.3	5.5
CCc1ccc(NC(=O)CCn2c(=O)oc3ccccc32)cc1	1.5	106.5	0.1	-3.0	-17.8	4.0	0.1	21.0	-2.1	-0.3
Cc1noc(C)c1S(=O)(=O)N(CC(=O)NCc1ccc(F)cc1)c1ccc(C(C)C)cc1	-0.8	99.9	6.7	1.6	-11.9	-1.5	-0.5	23.2	3.1	-33.2
CCOC(=O)N1CCN(S(=O)(=O)c2ccc3c(c2)NC(=O)CO3)CC1	-7.6	110.3	-1.4	5.4	-10.0	-1.9	3.2	4.7	-1.5	7.4

# Whole records as entered above. Order of values: Keap1-Nrf2 PPI	DSG3 Ab inh	MOR-DOR ag	RTF Ca sens act	Cardiac RTF inh	Wnt bcat act	V-ATPase pHluor	Arrestin-AP2 inh	LANA DNA inh	MOR-DOR inv ag
# Record of Cc1ccc(CNS(=O)(=O)c2ccc(CN3C(=O)c4cccnc4C3=O)cc2)o1 = -1.4	105.4	-0.6	0.5	-10.1	-1.5	3.7	38.5	-1.4	2.9
# Record of CCc1ccc(NC(=O)CCn2c(=O)oc3ccccc32)cc1 = 1.5	106.5	0.1	-3.0	-17.8	4.0	0.1	21.0	-2.1	-0.3

# Screening data from PubChem BioAssay.
